TDP2 inh: TDP2 (human) inhibition, absorbance primary screen; O95551; recombinant TDP2, T5PNP hydrolysis, p-nitrophenol absorbance 415 nm; inhibition, % at 12.8 µM; 0.34% of 370,000 active;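 active = inhibition above the mean of all tested compounds plus 3 SD, set per campaign, cut at about 25% in these data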;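 note: 0% = DMSO with enzyme and 100% = buffer with substrate but no TDP2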
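System – recombinant human TDP2 · Quantity – TDP2 enzyme at 120 nM final · Doses – single concentration, 12.8 µM nominal, with 1% DMSO · Incubation – 2 h at 37 °C · Measured by – epi absorbance of p-nitrophenol freed from T5PNP by hydrolysis · Read-out – % inhibition relative to enzyme-containing and enzyme-free wells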
UHRF1 binding: blocks human UHRF1 binding to methylated DNA | inhibition, % at 4.4 µM | Q96T88 | UHRF1 binding to methylated oligo, TR-FRET | 0.75% of 370,000 active | AID 687016; in the data active = inhibition above about 21%;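 note: UHRF1 SRA domain binding a hemimethylated CpG hairpin DNA probe; 0% = median of test compound wells and 100% = reference inhibitor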
Target sequence (Q96T88 whole entry, looked up, the tested form may be a part): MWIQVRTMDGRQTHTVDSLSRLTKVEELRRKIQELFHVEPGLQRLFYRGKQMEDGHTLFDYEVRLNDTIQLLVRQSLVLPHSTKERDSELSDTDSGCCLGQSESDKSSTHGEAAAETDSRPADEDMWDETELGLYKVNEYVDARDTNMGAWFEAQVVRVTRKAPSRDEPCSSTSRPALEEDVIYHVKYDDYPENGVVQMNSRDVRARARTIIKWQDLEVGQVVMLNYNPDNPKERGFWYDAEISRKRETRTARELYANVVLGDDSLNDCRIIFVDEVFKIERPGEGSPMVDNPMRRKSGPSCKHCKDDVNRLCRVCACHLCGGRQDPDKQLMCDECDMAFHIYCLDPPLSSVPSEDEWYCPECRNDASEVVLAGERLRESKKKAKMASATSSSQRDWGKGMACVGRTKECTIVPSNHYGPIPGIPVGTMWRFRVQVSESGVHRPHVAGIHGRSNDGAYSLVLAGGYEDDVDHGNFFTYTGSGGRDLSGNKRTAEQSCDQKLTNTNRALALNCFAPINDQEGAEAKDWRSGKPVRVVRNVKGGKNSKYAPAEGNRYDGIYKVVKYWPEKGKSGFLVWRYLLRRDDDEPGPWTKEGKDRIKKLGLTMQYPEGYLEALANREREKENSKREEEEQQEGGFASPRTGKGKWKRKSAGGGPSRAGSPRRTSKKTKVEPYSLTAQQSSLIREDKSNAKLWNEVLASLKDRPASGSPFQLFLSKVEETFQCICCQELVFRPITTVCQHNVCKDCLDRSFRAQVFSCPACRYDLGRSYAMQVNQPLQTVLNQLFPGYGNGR
proKLK7 act: activates the human kallikrein-7 zymogen; P49862; AID 652039; purified proKLK7, EDANS-DABCYL substrate fluorescence; 100% is mature enzyme control, 0% vehicle; 0.9% of 370,000 active; activation, % at 7 µM;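 active = activation above the mean of all tested compounds plus 3 SD, computed per campaign excluding outliers beyond control limits, cut at about 13% in these data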
Target sequence (P49862 whole entry, looked up): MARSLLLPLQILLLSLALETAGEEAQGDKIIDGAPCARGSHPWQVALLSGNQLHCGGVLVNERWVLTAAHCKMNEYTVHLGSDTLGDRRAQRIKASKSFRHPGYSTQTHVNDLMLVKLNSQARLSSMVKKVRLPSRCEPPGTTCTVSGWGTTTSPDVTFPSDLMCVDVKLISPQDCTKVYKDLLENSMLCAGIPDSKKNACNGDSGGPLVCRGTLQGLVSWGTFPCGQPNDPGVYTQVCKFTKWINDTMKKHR
TCR CD3 inh: inhibitors of human TCR-CD3 interaction. 0.37% of 360,000 active. inhibition, % at 9.4 µM. AID 651800. TAMRA-labeled TCR probe fluorescence, biochemical; in the data active = inhibition above about 19%;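 note: recombinant mutant TCR 2C K166C tagged with TAMRA read by polarization; 0% = receptor in buffer alone and 100% = receptor with positive control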
PRMT1 FP inh: PRMT1 (human) inhibition, primary screen; 1.3% of 370,000 active; inhibition, % at 2.79 µM; AID 652257; recombinant PRMT1, activity-based probe fluorescence polarization;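 active = inhibition above about 21% made by adding two undisclosed values, limit read from the data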
SIAE inh: blocks human sialic acid acetylesterase; Q9HAT2; SIAE FP-Rh probe binding, fluorescence polarization; inhibition, % at 9.66 µM; 0.69% of 370,000 active; AID 1053197;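 active = inhibition above a cutoff: mean of compounds within the control limits plus 3 SD of those, cut at about 17% in these data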;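 note: 0% = plate median of compound wells and 100% = probe without SIAE protein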
Tn6 DDE FP: disrupts Tn6 cyclic peptide binding to fibrin D-Dimer-E complex; P02675; Fibrin DD(E) TRITC-Tn6 fluorescence polarization displacement; inhibition, % at 8.3 µM; 0.21% of 370,000 active;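 active = inhibition above a per-campaign cutoff: mean of compounds within control limits plus 3 SD, cut at about 15% in these data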;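 note: 0% = median of all compound wells on the plate and 100% = blocking peptide control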
DDE Tn7 FP inh: disrupts Tn7 cyclic peptide binding to fibrin D-Dimer-E complex; P02675; FP displacement of FITC-Tn7 peptide from fibrin DD(E); 0% = median of compound wells per plate; inhibition, % at 8.3 µM; 0.13% of 370,000 active; AID 720508;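 active = inhibition above the mean of compounds falling within the control limits plus 3 SD of them, cut at about 14% in these data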;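 note: 0% = plate median of compound wells and 100% = 10 µM Aha-Tn7 peptide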
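Test system: human clot-derived fibrin DD(E) complex / Quantity: 2 µM final DD(E) protein / Incubation: 10 min plus 3 h, room temperature / Measured by: fluorescence polarization / Benchmarks: high control of 10 µM Aha-Tn7 peptide / Replicates: singlicate testing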
MBD2 DNA inh: blocks human MBD2 binding to methylated DNA; Q9UBB5; TR-FRET, MBD2 binding to methylated oligonucleotide; inhibition, % at 4.4 µM; 0.31% of 370,000 active; in the data active = inhibition above about 13%
LEDGF integ inh: blocks HIV-1 LEDGF/p75-dependent DNA integration; TR-FRET IN-LEDGF/p75 DNA integration, Eu/Cy5; inhibition, % at 3.7 µM; 0.64% of 370,000 active;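 active = inhibition above the screen-wide mean plus 3 SD, cut at about 13% in these data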;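 note: signal is the Cy5 over europium emission ratio at 671 and 618 nm; 0% = plate median of compound wells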
An asterisk follows results filed as active.

SMILES | TDP2 inh | UHRF1 binding | proKLK7 act | TCR CD3 inh | PRMT1 FP inh | SIAE inh | Tn6 DDE FP | DDE Tn7 FP inh | MBD2 DNA inh | LEDGF integ inh
Cc1ccc(C(=O)NCC(=O)NNC(=O)CN(C)S(=O)(=O)c2ccc(Cl)cc2)s1 | -4 | -2 | -0.2 | 0 | -9 | -6 | -6 | -4 | 2 | 5
COc1ccccc1C1CCN(C(=O)C2CCCCC2)CC1 | 6 | 0 | 0.2 | -1 | -2 | 1 | 12 | 6 | -3 | 0
COc1ccc(C(=O)N2CCCCC2c2cc(C(=O)NCc3ccccc3)no2)cc1 (configuration not stated) | -4 | -1 | 0.3 | -4 | 7 | 1 | 4 | 1 | 1 | 0
COc1ccc(S(=O)(=O)N(C)Cc2cccs2)cc1Br | -2 | 1 | -0.3 | -1 | -2 | -3 | 1 | -1 | -1 | -1
O=C(Cc1ccccc1)Nc1ccc(N2CCN(Cc3ccccc3F)CC2)cc1 | 3 | -1 | 0.2 | 8 | -1 | 10 | 0 | 2 | -5 | -1
O=C(Nc1ccccc1N1CCN(C(=O)c2ccccc2)CC1)c1ccc(Br)o1 | 10 | -1 | 0.1 | -3 | 2 | -4 | 12 | -2 | -4 | -1
Cc1ccc(S(=O)(=O)NCC(=O)NC2CC2)cc1 | -16 | 3 | -0.5 | 7 | 5 | -4 | -6 | 3 | 4 | 0
COc1ccc(N(C(=O)c2ccco2)C(C(=O)NC2CCCC2)c2ccncc2)cc1OC (configuration not stated) | 11 | 23* | -0.8 | 8 | -1 | 1 | -7 | -6 | -6 | 1
CC(=O)NCCn1c(SCC(=O)c2ccc(Cl)cc2)nc2ccccc2c1=O | 8 | 0 | -0.2 | -3 | 0 | -5 | 2 | -6 | 9 | -2
COc1cc2c(cc1OC)-c1cc(Nc3ccccc3Br)nc(=O)n1CC2 | 9 | 0 | -37 | 4 | 6 | -10 | -5 | -2 | 0 | -2
COCCNC(=O)CSC1=N/C(=C/c2ccc(Cl)c(Cl)c2)C(=O)N1c1ccccc1F | -4 | 1 | -6.3 | -3 | 4 | -8 | 7 | -1 | 2 | 91*
NNC(=O)c1oc2nc(-c3ccccc3)cc(-c3ccccc3)c2c1N | 8 | -10 | -3.8 | 15 | -2 | 7 | -16 | -5 | -1 | 6
CC(Oc1ccccc1Cl)C(=O)Nc1ccccc1C(=O)N1CCOCC1 (configuration not stated) | 1 | 0 | -0.7 | -7 | 1 | -1 | 4 | 4 | -4 | 1
O=C(Oc1ccc(/C=N/NC(=O)c2ccco2)cc1)c1ccccc1 | -9 | -2 | 0.3 | -2 | -3 | -13 | -4 | -6 | -5 | 8
O=C(NC(=S)Nc1ccccc1N1CCCC1)c1ccccc1[N+](=O)[O-] | -1 | -14 | 0.1 | 4 | -3 | 2 | 0 | -5 | 0 | 3
COC(=O)[C@@]1(Cc2ccc(F)cc2)[C@H]2c3cc(C(=O)N4CCCC4)n(Cc4cc(C)n(C)n4)c3C[C@H]2CN1C(=O)c1ccccc1 | 5 | 0 | -0.2 | 10 | -2 | 4 | 7 | 2 | -4 | 2
Cc1cc(C(=O)Nc2ccc(C)c(C)c2)n(-c2ccccc2)n1 | 17 | -2 | 0.7 | 1 | 1 | 10 | 0 | 3 | -8 | 1
CC(C)C(NC(=O)C12CC3CC(CC(C3)C1)C2)C(=O)N/N=C/C1=C(N2CCOCC2)C(=C\c2cccc([N+](=O)[O-])c2)/CC1 (configuration not stated) | 1 | 2 | -0.8 | 4 | 0 | 4 | -13 | 7 | 5 | 2
CC1=CC(C)(C)Nc2ccc(OC(=O)CN3C(=O)C4CCCCC4C3=O)cc21 (configuration not stated) | -6 | -4 | -0.5 | 2 | 1 | 4 | -4 | 1 | -1 | -2
COCCn1c(=O)[nH]c2cc(C(=O)Nc3cccc(F)c3)ccc2c1=O | -6 | 6 | -2.7 | 3 | 2 | -2 | -3 | -4 | 0 | 3
CCOC(=O)c1nnn(-c2ccccc2)c1C | -1 | 3 | -0.2 | -10 | 1 | 0 | 14 | 10 | -3 | 1
CC(C)(C)NC(=O)NC(=O)CN1CCCCCCC1 | -5 | -1 | -0.2 | -2 | 1 | 6 | -5 | 0 | -1 | -2
Cc1cc(Cl)ccc1OCC(=O)NNC(=O)C1CSC2(C)CCC(=O)N12 (configuration not stated) | -7 | 0 | 0.8 | 8 | 0 | 1 | -3 | -1 | -3 | 0
CC(C)c1nnc(NC(=O)CC(C)c2ccccc2)s1 (configuration not stated) | -23 | 2 | 0.0 | 1 | -7 | -3 | -7 | -6 | -2 | 5
Cc1ccc(S(=O)(=O)Nc2ccccc2CNc2cccc(C)n2)cc1 | 5 | 0 | -0.9 | 5 | 1 | -1 | 1 | -4 | -3 | 0

Arranged by molar mass (low to high): part of the list above.
SMILES | TDP2 inh | UHRF1 binding | proKLK7 act | TCR CD3 inh | PRMT1 FP inh | SIAE inh | Tn6 DDE FP | DDE Tn7 FP inh | MBD2 DNA inh | LEDGF integ inh
CCOC(=O)c1nnn(-c2ccccc2)c1C | -1 | 3 | -0.2 | -10 | 1 | 0 | 14 | 10 | -3 | 1
O=C(Oc1ccc(/C=N/NC(=O)c2ccco2)cc1)c1ccccc1 | -9 | -2 | 0.3 | -2 | -3 | -13 | -4 | -6 | -5 | 8
COc1ccc(C(=O)N2CCCCC2c2cc(C(=O)NCc3ccccc3)no2)cc1 (configuration not stated) | -4 | -1 | 0.3 | -4 | 7 | 1 | 4 | 1 | 1 | 0

Following part.
SMILES | TDP2 inh | UHRF1 binding | proKLK7 act | TCR CD3 inh | PRMT1 FP inh | SIAE inh | Tn6 DDE FP | DDE Tn7 FP inh | MBD2 DNA inh | LEDGF integ inh
COc1ccccc1C(=O)NC(C(=O)NCCc1nc2ccccc2[nH]1)=C(C)C | 3 | 8 | -0.3 | -5 | 6 | -2 | -7 | 4 | 8 | -5
O=C1NCC(=O)N2C(c3ccccc3)c3[nH]c4ccccc4c3C[C@@H]12 (some centres not stated) | 13 | 2 | 0.4 | -3 | -3 | 1 | 4 | 2 | 2 | -4
COc1ccc(-n2c(SCC(=O)Nc3ccccc3OC)nc(O)cc2=O)cc1 | 4 | 2 | -0.3 | 2 | 1 | -4 | -2 | -8 | 0 | -2
O=C(N[C@H](Cc1ccccc1)C(=O)NC1CCCCC1)[C@H]1O[C@@H](n2ccc(=O)[nH]c2=O)[C@H](O)[C@@H]1O | 8 | 1 | 0.4 | 6 | 4 | -10 | -2 | 1 | -7 | 2
CCOc1ccc(CNC(=O)c2cc3oc4ccccc4c3n2C)cc1 | 1 | -4 | 0.4 | 4 | -1 | -4 | -11 | 5 | -4 | 1
O=C(Cc1cccs1)Nc1ccon1 | 0 | 6 | 0.5 | 5 | 0 | -2 | -5 | 12 | 2 | -3
O=C(CCn1c(=O)oc2ccccc21)Nc1ccon1 | -2 | 1 | -0.2 | -6 | -1 | -1 | 2 | -1 | 3 | -2
O=[N+]([O-])c1ccc(N(CC(O)CN2CCCCC2)S(=O)(=O)c2ccccc2)cc1 (configuration not stated) | 6 | -1 | -0.2 | -2 | 1 | -1 | -11 | -3 | -2 | 0
CCOc1ccc(/C=C/C(=O)CCC(=O)O)cc1 | -3 | -4 | 0.5 | 5 | 3 | -3 | 6 | 0 | -8 | -4
COc1ccc(C(=O)NC2CC(C)(C)Cc3c2cnn3-c2ccccc2)c(OC)c1 (configuration not stated) | -3 | 0 | 0.1 | 2 | 0 | 2 | -3 | -2 | 3 | 2
O=C1c2ccccc2NC(c2ccccn2)N1NS(=O)(=O)c1ccccc1 (configuration not stated) | 5 | 0 | 11 | 6 | 2 | -1 | -5 | -1 | -7 | 3
COc1ccc(NC(=O)[C@H](C)NC(=O)C2CCN(S(=O)(=O)c3ccc(OC)cc3)CC2)cc1 | -5 | 0 | 0.0 | 1 | 4 | -3 | -11 | 7 | 5 | -4
COc1ccc(OC)c(Nc2nc(N)c([N+](=O)[O-])c(NCc3ccccc3)n2)c1 | 1 | 0 | -0.2 | 2 | -4 | -6 | -6 | 4 | 5 | -2
Fc1ccc(C2=NN(c3ccccc3)C(c3ccco3)C2)cc1 (configuration not stated) | 0 | -1 | -113 | 2 | 0 | 3 | -3 | 5 | 7 | -1
Cc1ccc(CN2CC(C(=O)NCCCn3nc(C)cc3C)CC2=O)cc1 (configuration not stated) | -2 | 0 | 0.3 | 10 | -3 | 1 | -1 | 1 | 1 | -5
Cc1c(C(=O)O)sc2nc(/C=C/c3ccccc3OC(F)F)[nH]c(=O)c12 | -13 | 6 | -0.2 | 1 | 9 | -13 | 1 | 8 | 8 | 1
CCOC(=O)C1CCN(C(=O)CC(C)S(=O)(=O)c2ccc3c(c2)NC(=O)CO3)CC1 (configuration not stated) | -5 | 3 | -0.6 | 2 | 6 | 4 | -12 | 1 | -6 | -5
COc1ccc(C(=O)NN2C(=O)C3C4C=CC(O4)C3C2=O)cc1 (configuration not stated) | 6 | 2 | -0.3 | 4 | 49* | 0 | 1 | 7 | 2 | 0
CCc1nc2ccc(C(=O)N(CC)CCN(C)C)cn2c1N(CC)CCOC | -2 | -2 | 0.2 | 2 | -2 | 6 | 1 | 6 | 1 | 2
O=C(Nc1ccc(S(=O)(=O)Nc2nccs2)cc1)c1cc(=O)[nH]c2ccccc12 | 3 | -1 | 0.3 | 0 | 4 | -18 | 8 | 2 | -1 | -2
CC(C)N1CCN(CC2COc3ccccc3O2)CC1 (configuration not stated) | 0 | -1 | 0.3 | -7 | 1 | -2 | -9 | -5 | -2 | -1
CS(=O)(=O)N(CC(=O)N1CCN(c2ccccc2)CC1)c1ccccc1Cl | 10 | 2 | 0.0 | -1 | 2 | 4 | 0 | -1 | -1 | -1
COc1ccc(CNC(=O)C2CCN(C(=O)[C@@H](CC(C)C)NC(=O)OC(C)(C)C)CC2)cc1 | -6 | 3 | -0.1 | -5 | 3 | 6 | -7 | -2 | -2 | 4
O=C(COC(=O)c1ccncc1)c1ccc(Cl)c(Cl)c1 | -10 | 0 | -0.1 | 9 | 0 | 3 | 0 | -1 | 5 | 2
CCCCN(C(=O)c1ccc(Cl)cc1)C1CC2CCC(C1)N2C (configuration not stated) | -1 | -1 | 0.6 | 6 | -3 | -1 | -1 | -6 | 0 | 3
COCCN(C(=O)CSc1nnc(-c2ccccc2C)n1C)c1c(N)n(Cc2ccccc2)c(=O)[nH]c1=O | 15 | -2 | 1.8 | -1 | 28* | 15 | -1 | -9 | -5 | -3

Gathered by group: the entries above containing a thiophene ring, fused or not
SMILES | TDP2 inh | UHRF1 binding | proKLK7 act | TCR CD3 inh | PRMT1 FP inh | SIAE inh | Tn6 DDE FP | DDE Tn7 FP inh | MBD2 DNA inh | LEDGF integ inh
Cc1ccc(C(=O)NCC(=O)NNC(=O)CN(C)S(=O)(=O)c2ccc(Cl)cc2)s1 | -4 | -2 | -0.2 | 0 | -9 | -6 | -6 | -4 | 2 | 5
COc1ccc(S(=O)(=O)N(C)Cc2cccs2)cc1Br | -2 | 1 | -0.3 | -1 | -2 | -3 | 1 | -1 | -1 | -1
O=C(Cc1cccs1)Nc1ccon1 | 0 | 6 | 0.5 | 5 | 0 | -2 | -5 | 12 | 2 | -3
Cc1c(C(=O)O)sc2nc(/C=C/c3ccccc3OC(F)F)[nH]c(=O)c12 | -13 | 6 | -0.2 | 1 | 9 | -13 | 1 | 8 | 8 | 1

High-throughput results deposited in PubChem by The Scripps Research Institute Molecular Screening Center.
